MC4R antag cAMP: MC4R antagonists of cAMP signaling, primary screen, cell-based, TR-FRET, antagonist arm of biased-ligand search; MC4R-expressing cells, MTII-stimulated cAMP, LANCE TR-FRET; 360,000 compounds, 0.48% hits; inhibition, % at 6.5 µM; AID 540295, 2011; Melanocortin receptor 4 (Homo sapiens), P32245;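 active = inhibition above its plate's cutoff, the mean of tested wells on that plate plus 3 SD, cut at about 29% in these data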;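 also: 0% = Melanotan II alone and 100% = Melanotan II plus saturating MCL0020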
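System: U2OS-MC4R stable cell line; Technique: Eu-cAMP/anti-cAMP TR-FRET, emission 671 nm; Repeats: single well per compound; Also added: Melanotan II; Dosing: one concentration, 6.5 µM nominal; Schedule: 30-min compound, 1-h challenge, 1-h detection, room temperature.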
hiPSC survival: enhancers of single-cell hiPSC survival, primary screen, ATPlite luminescence | 100% = ROCK inhibitor wells, 0% = DMSO | survival enhancement, % at 20 µM | 360,000 compounds, 0.044% hits | AID 602274, 2012; in the data active = survival enhancement above about 18%;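 also: cells exposed to compounds for 16 hours before the ATP read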
ABHD5 PLIN5 PPI: ABHD5-PLIN5 interaction inhibitors, primary screen, cell lysate, split luciferase complementation, luminescence. inhibition, % at 4 µM. 360,000 compounds, 0.78% hits. Split G. princeps luciferase complementation, 4 h. Perilipin-5 (Homo sapiens) + 1-acylglycerol-3-phosphate O-acyltransferase ABHD5 (Homo …;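 active = inhibition above the mean inhibition across every tested compound plus 3 SD, cut at about 22% in these data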;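 also: 0% = DMSO only wells and the 100% control is not disclosed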
ABCB6 inh MLPCN: ABCB6 transporter inhibitors, primary screen, K562-ABCB6 cells, flow cytometry, MLPCN library; K562-ABCB6 porphyrin accumulation, 1 h; active compounds read low; fluorescence ratio to DMSO, % at 10 µM; 360,000 compounds, 0.19% hits;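 active = fluorescence ratio to DMSO below 75%, the collection mean minus 3 SD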;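 also: signal is porphyrin accumulated inside mitochondria; 100% equals median channel fluorescence of DMSO control wells; lower ratio means ABCB6 inhibition with less porphyrin fluorescence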
Target sequence (Q9NP58 whole entry, looked up): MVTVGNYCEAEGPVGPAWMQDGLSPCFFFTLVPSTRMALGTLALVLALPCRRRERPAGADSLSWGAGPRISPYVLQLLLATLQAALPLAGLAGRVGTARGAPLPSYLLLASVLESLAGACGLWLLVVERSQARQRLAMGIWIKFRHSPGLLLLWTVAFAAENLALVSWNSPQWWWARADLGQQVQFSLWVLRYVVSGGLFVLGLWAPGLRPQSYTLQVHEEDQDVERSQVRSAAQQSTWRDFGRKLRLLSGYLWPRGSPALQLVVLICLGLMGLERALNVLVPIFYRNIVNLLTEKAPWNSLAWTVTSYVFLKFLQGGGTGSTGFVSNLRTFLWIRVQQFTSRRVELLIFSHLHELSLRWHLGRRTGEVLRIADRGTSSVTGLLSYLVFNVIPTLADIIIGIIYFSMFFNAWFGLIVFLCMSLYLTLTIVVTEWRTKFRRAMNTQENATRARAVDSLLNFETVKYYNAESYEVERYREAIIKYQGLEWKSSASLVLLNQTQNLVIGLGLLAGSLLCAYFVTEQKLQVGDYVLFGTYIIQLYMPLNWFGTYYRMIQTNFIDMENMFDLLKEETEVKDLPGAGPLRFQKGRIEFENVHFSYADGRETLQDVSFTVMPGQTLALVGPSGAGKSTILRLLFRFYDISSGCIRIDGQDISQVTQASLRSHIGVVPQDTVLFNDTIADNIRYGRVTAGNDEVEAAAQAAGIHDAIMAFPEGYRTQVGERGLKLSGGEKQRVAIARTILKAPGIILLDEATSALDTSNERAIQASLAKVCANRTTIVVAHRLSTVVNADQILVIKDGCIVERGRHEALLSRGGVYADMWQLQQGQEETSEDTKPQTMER
aDG glyco up: activators of alpha-DG glycosylation, primary screen, uHTS, Pro5-aDG cells, AlphaScreen; alpha-DG glycosylation AlphaScreen (IIH6); 0% Pro5, 100% B10-LARGE cell signal; 360,000 compounds, 0.22% hits; AID 624168, 2012; activation, % at 10 µM;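 active = activation of at least 8% versus controls, or a plate z-score of at least 8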;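 also: Pro5 are CHO cells carrying HIG-tagged alpha-DG that lacks glycosylation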
Cardio protect: cardioprotection against H2O2-induced cell death, primary screen, uHTS, H9c2 cells, ATPLite luminescence | 360,000 compounds, 0.63% hits | H9c2 cardiomyocytes, H2O2 injury protection, 2 h | protection from H2O2 cell death, % at 20 µM;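 active = compounds giving at least 50% protection of heart cells from peroxide-induced death in the single-dose screen, raw or plate-pattern-corrected value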;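 also: 0% = DMSO wells with peroxide and 100% = DMSO wells without peroxide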
m5-HT2A agonist: mouse Htr2a agonists via beta-arrestin recruitment, primary screen, cell-based, luminescence. CHO-K1 mHTR2A beta-arrestin complementation; percent of 30 µM serotonin response. 360,000 compounds, 0.66% hits. 5-hydroxytryptamine receptor 2A (Mus musculus), P35363. activation, % at 7.6 µM. AID 624169, 2012;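 active = activation above a run cutoff, the mean activation of all tested compounds plus 3 SD, cut at about 14% in these data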;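 also: 0% = plate median of compound wells and 100% = 30 µM serotonin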
Exocytosis inh: LAMP-1 surface exposure blockers, TALL-104 cells – cell-based, flow cytometry, MLPCN library, primary screen. AID 651702, 2012. TALL-104 LAMP-1 surface exposure; cells stimulated with thapsigargin and PMA. 360,000 compounds, 0.66% hits. inhibition, % at 10 µM;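 active = inhibition above about 55%, limit read from the data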
MC4R barr agon: MC4R agonists recruiting beta-arrestin, primary screen, cell-based, luminescence, agonist arm of biased-ligand search; 360,000 compounds, 0.98% hits; activation, % at 8.9 µM; U2OS MC4R beta-arrestin complementation; percent of melanotan II response, DMSO zero; AID 540308, 2011; Melanocortin receptor 4 (Homo sapiens), P32245;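 active = activation above a per-plate cutoff, the mean activation of sample wells on that plate plus 3 SD, cut at about 8% in these data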
N-glyco inh: increase of ERlucT glycosylation luciferase signal, primary screen, N-linked glycosylation inhibitor project, D54 ERlucT cells, luminescence, set 2; D54 ERlucT glycosylation luciferase reporter, 24 h; percent of 100 nM tunicamycin response; reporter increase, % at 12.5 µM; 360,000 compounds, 0.23% hits;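 active = mean luciferase reporter signal, scaled so untreated is 0 and the glycosylation-blocking control 100, at or above a set limit in every replicate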;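 also: luciferase carries N-glycosylation sites so blocking glycosylation raises the light; 0% = median of neutral control wells and 100% = median of 100 nM tunicamycin wells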
An asterisk follows results filed as active; / = no result given; & = joins results of further samples.

smiles	MC4R antag cAMP	ABCB6 inh MLPCN	Cardio protect	m5-HT2A agonist	aDG glyco up	hiPSC survival	MC4R barr agon	ABHD5 PLIN5 PPI	N-glyco inh	Exocytosis inh
Cc1ccccc1-c1nc(CS(=O)(=O)CC(=O)NCCCN2CCN(C)CC2)c(C)o1	-1	98	4	7	0.3	-0.5	0.0	-3	2	-4
CCN(CC)S(=O)(=O)c1ccc(OC)c(NC(=O)COc2ccccc2[N+](=O)[O-])c1	18	94	6	3	-0.1	-0.3	0.4	-2	-1	-2
CCOC(=O)c1sc2ncnc(N3CCN(C)CC3)c2c1C	0	97	5	3	1.6	1.7	1.1	5	0	2
CCOC(=O)[C@]12CCC=C1N(Cc1ccc(Cl)cc1Cl)C(=O)[C@H](CC(=O)NCCC(C)C)C2	/	96	/	2	0.1	-0.9	/	2	/	12
Cc1cc(-c2nnc3n2N=C(C(C)(C)C)CS3)n[nH]1	13	108	-5	-3	-0.3	6.3	-1.8	-4	-2	0
Cn1cnc(S(=O)(=O)N2CCCCC2c2cc(C(=O)Nc3ccc(F)c(Cl)c3)no2)c1 (stereo not drawn)	5	93	5	0	0.1	-2.0	-0.7	9	-2	-2
CN(C)CCCN(Cc1cc2cc3c(cc2[nH]c1=O)OCO3)C(=S)Nc1ccccc1	-2	103	19	1	0.4	-2.2	0.0	4	4	-3
Cc1cc(C)cc(C(=O)NC(=S)Nc2ccc3c(c2)OCCO3)c1	-9	95	-13	4	-0.1	-1.7	1.1	1	-3	3
COc1nnc(-c2ccc(N3CCOCC3)c(NC(=O)C3CCCCC3)c2)c2ccccc12	4	79	3	0	0.5	1.3	2.0	0	-2	0
CCOc1ccc(Cn2c(C)nc([N+](=O)[O-])c2SCC(O)CCl)cc1[N+](=O)[O-] (stereo not drawn)	1	97	-2	-1	0.2	-2.9	-1.0	-1	4	8
CCOC(=O)c1c(NC(=O)CSc2nnc(C)c(=O)[nH]2)sc2c1CCCC2	13	101	-5	-3	-0.4	-2.0	-4.0	2	2	4
Cc1ccc(NC(=O)Cn2nnc3ccccc32)cc1	0	94	1	9	0.0	-0.4	0.7	-3	-2	0
COc1ccc(C(=O)NNC(=O)C(=O)NC2CCCCC2)cc1	5	99	0	5	-0.2	-0.6	-0.7	4	0	8
O=C(COc1cccc(C(F)(F)F)c1)NCC(c1ccco1)N1CCCCC1 (stereo not drawn)	6	96	-4	-7	0.5	-0.3	-1.6	0	-2	2
C=CCc1c(NCCO)nc(C)[nH]c1=O	1	98	46	4	-0.1	-2.0	-3.7	-1	4	1
COc1cc(C2C(C#N)=C(C)NC(C)=C2C#N)cc(OC)c1OC	16	110	5	4	0.1	-0.3	0.2	0	-1	7
CCN(CC(=O)Nc1ccc2c(c1)OCCO2)C(=O)CCc1ccccc1Cl	5	95	-6	-2	0.2	1.1	-2.9	-5	0	-5
O=C(O)c1ccc(NS(=O)(=O)c2ccc3c(c2)C(=O)c2ccccc2C3=O)cc1	-7	100	-11	1	0.2	-0.4	-0.8	-3	4	-1
CN(C)CCNC(=O)c1cccc(-c2cnc3c(NC=O)cc(-c4ccccc4F)cn23)c1	-4	97	-14	-4	1.4	-3.0	0.1	3	-1	0
COC(=O)c1cc(=O)n(CCc2ccc(OC)cc2)c(=Nc2ccc(F)c(Cl)c2)s1	10	97	-20	4	0.0	-2.7	1.1	13	14	-1
Cn1nnnc1SCC(=O)Nc1nc(-c2ccccc2)c(-c2ccccc2)o1	2	87	26	-3	1.9	-0.6	-1.4	-2	1	-3
C[N+](C)(C)CCN1CCc2ccccc21	/	100	/	-2	-0.1	-0.2	/	-7	/	-11
Cc1cc2cc(CN(Cc3nnnn3C3CCCCC3)CC3CCCO3)c(=O)[nH]c2cc1C (stereo not drawn)	1	93	1	2	0.1	-0.1	0.7	-1	-3	-3
CCOC(=O)c1ccccc1NC(=O)COC(=O)c1cc([N+](=O)[O-])ccc1N1CCOCC1	8	97	-9	4	0.2	-0.3	-3.4	3	-2	5
COc1ccc(S(=O)(=O)N2CCN(CCc3ccccc3)CC2)c(OC)c1	3	94	2	-10	0.0	-0.2	0.2	5	-3	5
CCn1c(C)nc2cc(C(=O)NNC(=S)NC(=O)c3ccc(OC)cc3)ccc21	-3	94	-1	5	0.6	-0.2	-2.0	4	2	-3
Cc1ccsc1/C=c1\sc2ncnn2c1=O	3	94	-1	2	0.0	0.4	-1.4	-4	-1	-2
CC1(C)NC(=O)N(c2ccc([N+](=O)[O-])c(C(F)(F)F)c2)C1=O	25	100	-21	5	0.0	4.8	0.5	-7	0	2
O=C(CSc1nncs1)Nc1ccc(Cl)cc1C(F)(F)F	9	102	5	5	-0.1	-0.5	0.6	9	3	-3
N#C/C(=C(/O)c1ccco1)c1nc2ccccc2s1	11&-6	106&90	-10&-13	5&1	0.5&0.1	-0.6&-1.4	2.7&1.1	10&3	2&0	13&2

Later entries:
smiles	MC4R antag cAMP	ABCB6 inh MLPCN	Cardio protect	m5-HT2A agonist	aDG glyco up	hiPSC survival	MC4R barr agon	ABHD5 PLIN5 PPI	N-glyco inh	Exocytosis inh
Cc1cccc(-c2nc(CS(=O)CC(=O)N3CCN(C)CC3)c(C)o2)c1 (stereo not drawn)	7	102	-3	-2	0.0	6.2	0.5	6	2	-7
Cc1cc(C)cc(C(=O)OCC(=O)N2CCCC2)c1	12	98	-3	-3	-0.1	-0.4	-2.8	-5	0	-4
Cc1cc(C)c(C(N)=O)c(SCC(=O)c2cc(C)n(-c3cc(C)on3)c2C)n1	8	93	-12	5	1.7	-0.3	-4.8	2	0	3
CN(C)Cc1cccc(-c2ccccc2)c1O	8	94	4	1	0.2	6.4	0.6	10	1	3
CCOC(=O)c1c(NC(=O)NC(C)(C)C)sc2c1CCN(C)C2	-6	98	0	-4	0.0	0.6	-1.4	5	0	-2
CC(Nc1cccc2ccccc12)C(=O)N/N=C/c1ccccn1 (stereo not drawn)	-6	103	-12	0	0.5	-0.3	1.6	-9	6	23
N#CC1(C#N)C(c2ccccc2)OC23CCCCC2C1(C#N)C(=N)O3 (stereo not drawn)	4	100	2	2	-0.2	-0.3	0.0	-1	3	-5
COc1ccc(/C=C/C(=O)NCc2cnn(C)c2C)cc1COc1ccc(Br)cc1	18	100	-5	-14	0.0	-0.4	-1.8	4	-2	3
CCC(=O)Nc1cc(C)c(OC)c(C)c1	-7	103	2	2	0.0	0.8	-0.5	-2	2	-12
CCOC(=O)N1CCN(C(=O)C(c2ccccc2)c2ccccc2)CC1	0	104	16	2	0.7	-1.3	-1.4	-4	-2	-5
Cc1ccc(SC(C)C(=O)NCc2ccc(F)cc2)cc1 (stereo not drawn)	-4	94	2	3	-0.2	0.3	1.3	-1	2	-4
CCN1CCN(C(=O)C2COc3ccccc3O2)CC1 (stereo not drawn)	5	99	7	1	-0.2	-0.4	2.0	10	0	10
COc1cc(-c2cc(C(=O)Nc3cccc(C(C)=O)c3)c3ccccc3n2)cc(OC)c1OC	10	89	55*	5	-0.2	-0.2	1.0	11	-6	-6
Cc1ccc(/C(O)=C2/C(=O)C(=O)N(CCN3CCOCC3)C2c2cccs2)cc1 (stereo not drawn)	1	109	8	2	-0.2	1.4	-0.7	0	0	0
O=C(/C=C/c1ccco1)OCn1nnc2ccccc2c1=O	9	98	2	-5	0.1	-0.2	-2.1	-3	2	11
CCC(Cc1ccccc1)NS(=O)(=O)c1ccc2c(c1)NC(=O)C(C)S2 (stereo not drawn)	17	101	-15	-2	0.1	-0.4	-0.6	5	-2	5
Cc1cc(NN)nc2ccc(Cl)cc12	2	98	4	0	0.0	0.8	0.4	-4	2	0
COc1ccc(/C=N/NC(=O)CSc2ccccc2)cc1OC	-3	94	-1	1	0.1	0.1	-0.2	1	-1	-2
CCCN1CCN(C(=S)Nc2sc(CC)cc2C(=O)OC)CC1	2	96	-13	-1	-0.2	-0.1	0.0	-2	-3	-3
CCC(C)C(NC(=O)c1ccccc1NC(=O)c1ccco1)C(=O)O (stereo not drawn)	4	100	3	6	-0.1	0.6	-0.9	2	1	8
COc1ccc(CN2CCN(S(=O)(=O)c3ccccc3)CC2)cc1Br	12	91	2	6	0.1	0.7	-3.0	3	3	-3
CCN(CC)c1nc(OCCNC(=O)Nc2ccccc2)nc(N(CC)CC)n1	-1	91	-25	8	0.9	0.5	13*	-13	-2	1
C=CCNC(=O)COc1cc(C)cc(C)c1C	-1	100	-4	-1	-0.2	0.0	-1.0	-1	3	-2
O=C(Cn1cnc2cc([N+](=O)[O-])ccc2c1=O)NCc1ccc(Cl)cc1	10	105	-4	2	1.0	-0.9	-2.5	5	6	-2
